NCOA2 inhibitor – inhibits human steroid receptor coactivator 2; Q15596; HEK293 GAL4-SRC2 luciferase reporter, luminescence; AID 651957; inhibition, % at 9 µM; 370,000 tested, 0.17% active;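 active = inhibition above the mean inhibition of all tested compounds plus 3 SD, set per campaign, cut at about 52% in these data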;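 also: 0% = DMSO treated cells and 100% = cells given Gossypol at 36 µM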
C8 TRAIL sens – sensitizes caspase-8 expressing cells to TRAIL. inhibition (viability loss, TRAIL sensitization), % at 10 µM. NB7+C8 cells + TRAIL, ATPlite viability luminescence. 360,000 tested, 1% active;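 active = compounds causing at least 50% loss of cell viability in the single-dose screen, relative to plate controls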
TROY signal inh – TROY signaling inhibition | Q293 LMP1-TROYcd NF-kB luciferase reporter, 4 h | inhibition, % at 10 µM | 360,000 tested, 0.98% active;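 active = compounds whose plate-normalised and pattern-corrected inhibition of the luciferase reporter signal at the single screening dose is 50% or more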
TWEAK-Fn14 inh – blocks TWEAK-Fn14 interaction in a reporter cell assay; TWEAK-stimulated Fn14 reporter cells, luciferase luminescence, 8 h; inhibition, % at 10 µM; 360,000 tested, 2% active; AID 1159606; in the data active = inhibition above about 50%
SRC1 inh – human NCOA1 inhibition; Q15788; HEK293 GAL4-SRC1 luciferase reporter, luminescence; AID 588354; inhibition, % at 3.6 µM; 360,000 tested, 0.12% active;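 active = inhibition above the campaign mean plus 3 SD, with each screening campaign given its own cutoff, cut at about 60% in these data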;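 also: 0% = DMSO treated cells and 100% = gossypol at 36 µM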
COUP-TFII inh – NR2F2 (human) inhibition, primary screen; P24468; HEK293T NGFI-A luciferase reporter, luminescence; inhibition, % at 8.6 µM; 370,000 tested, 0.7% active;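 active = inhibition above a per-plate cutoff, mean inhibition of test wells between control levels plus 3 SD, cut at about 38% in these data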;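 also: cells cotransfected with COUP-TFII expression vector driving the NGFI-A reporter; 0% = median of COUP-TF2 test wells and 100% = reporter-only cells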
NR5A2 inv ag – suppresses constitutive activity of human LRH-1 | O00482 | HEK293T StAR-luciferase reporter, LRH-1 transfected, 24 h | inhibition, % at 3.6 µM | 360,000 tested, 0.13% active;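 active = inhibition above the mean inhibition of all tested compounds plus 3 SD, cut at about 73% in these data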;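 also: 0% = DMSO wells and 100% = reporter-only cells lacking LRH-1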
NOD2 RIPK2 PPI – NOD2-RIPK2 protein interaction inhibition; inhibition, % at 4.98 µM; AID 624267; 360,000 tested, 0.38% active; CHO BLA complementation NOD2-RIPK2, CCF4 ratio; O43353; in the data active = inhibition above about 21%;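 also: 0% = vehicle only and 100% = reference blocker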
LMP1 NFkB inh – Epstein-Barr LMP1 NF-kappaB reporter inhibition; inhibition, % at 12.5 µM; LMP1-induced NF-kappaB luciferase reporter cells, luminescence; 350,000 tested, 0.69% active; AID 504558; in the data active = inhibition above about 41%;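 also: 0% = neutral control wells and 100% = reference inhibitor control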
TLR9-MyD88 block – blocks human TLR9 binding to MyD88. Q9NR96+Q99836. CHO BLA complementation TLR9-MyD88, CCF4 FRET ratio. inhibition, % at 4.98 µM. 340,000 tested, 0.21% active;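 active = inhibition above the mean over all tested compounds plus 3 SD, cut at about 21% in these data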;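 also: 0% = DMSO only wells and 100% = clavulanate BLA inhibitor control wells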
SRC3 inh – human NCOA3 inhibition | Q9Y6Q9 | 360,000 tested, 0.17% active | HEK293 GAL4-SRC3 luciferase reporter, luminescence | inhibition, % at 3.6 µM;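 active = inhibition above a per-campaign cutoff, the mean of all compounds plus 3 SD, cut at about 60% in these data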;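 also: 0% = DMSO-treated cells and 100% = gossypol-treated cells at 36 µM; higher means less SRC3-driven luciferase light from the GAL4 reporter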
Starred values were filed as active, the others as inactive; nt = no result given. The list is partial. The share of hits here may be higher or lower than overall.

SMILES	NCOA2 inhibitor	C8 TRAIL sens	TROY signal inh	TWEAK-Fn14 inh	SRC1 inh	COUP-TFII inh	NR5A2 inv ag	NOD2 RIPK2 PPI	LMP1 NFkB inh	TLR9-MyD88 block	SRC3 inh
CC(c1nnc(SCC(=O)Nc2cc([N+](=O)[O-])ccc2F)n1Cc1ccccc1)N(C)C (stereo unspecified)	-25.8	10.5	14.9	0.5	-11.5	12.7	1.2	-8.7	-0.6	10.8	-7.1
Cc1ccccc1CNC(=O)C1CCC(=O)N(C2CC2)C1 (stereo unspecified)	4.7	4.3	-3.7	-7.3	-0.2	-19.0	5.2	0.3	-3.4	1.7	-56.4
CCc1ccc(NC(=O)/C(C#N)=C\c2ccc(OC)c(C(=O)O)c2)cc1	15.9	-2.5	-19.3	-17.4	-14.5	9.1	0.6	-1.6	3.9	5.7	6.8
S=C1NCN(Cc2cccnc2)CN1c1cccc(Cl)c1	-4.5	-14.6	11.9	0.2	-1.5	-4.5	6.7	0.3	-7.7	1.4	8.3
CS(=O)(=O)c1ccc(Cl)c(NC(=O)COC(=O)CNC(=O)c2sc3ccccc3c2Cl)c1	-31.0	30.1	3.4	-3.9	-5.1	14.0	-6.1	-3.6	-1.9	5.9	-7.0
Cc1cccc(C)c1NC(=S)N/N=C/c1ccccc1C(=O)O	-3.7	-9.0	-7.2	13.3	-25.3	-16.6	2.4	-4.9	-13.2	4.5	4.4
CCOc1ccc(N(CC(=O)NCc2ccc(F)cc2)C(=O)CCC(=O)Nc2nccs2)cc1	-8.5	-18.0	-1.3	16.7	-1.4	25.2	-7.4	-17.9	0.1	7.5	13.5
CCn1c(/C=C/N(C)c2ccccc2)[n+](CC)c2ccc(Cl)cc21	-8.8	17.8	-3.6	21.6	3.0	20.5	0.4	16.2	18.7	-0.2	23.5
COc1ccc(CCNC(=O)c2cccc(S(=O)(=O)N3CCc4ccccc4C3)c2)cc1	5.6	1.8	25.8	26.8	2.8	6.2	13.3	-11.2	2.5	8.5	-1.2
COc1cccc(F)c1C(=O)NC(=O)Nc1ccc2nc(C)oc2c1	nt	-7.2	9.4	3.8	-1.8	nt	-0.2	7.0	5.6	0.4	11.8
CN1CCN(c2ccc(Cl)cc2NC(=O)c2cc(=O)[nH]c3ccccc23)CC1	-6.1	-0.1	-4.3	-5.5	1.3	-2.0	-22.9	4.7	6.4	-1.5	-7.5
Cn1nccc1NC(=O)CSCC(=O)O	-23.5	-12.9	-19.1	1.3	2.5	7.2	6.6	-6.3	-6.3	0.0	-1.2
COCCNC(=O)CS(=O)Cc1nc(-c2ccccc2C)oc1C (stereo unspecified)	8.8	2.6	-10.3	2.4	-7.7	9.9	5.4	-16.0	-25.6	-7.3	9.9
COc1ccccc1N1CCN(C(=O)Cn2nnc(-c3ccncc3)n2)CC1	-20.8	13.5	-6.4	3.7	-4.6	6.5	-25.8	-0.3	-4.9	-3.3	10.1
CC(C)OC(=O)c1c(NC(=O)c2cnn3c2NC(c2ccccc2)CC3C(F)(F)F)sc2c1CCCC2 (stereo unspecified)	-5.5	-10.6	4.5	-3.0	-18.0	-12.5	-12.7	-8.3	1.2	-4.4	-10.9
CCO/C=C/C(O)(CNC(=O)COc1ccccc1F)C(F)(F)F (stereo unspecified)	-1.6	-2.2	-9.2	17.0	-4.5	9.1	-2.2	-6.3	-2.2	-2.5	-5.7
COc1ccc(-n2c(=O)[nH]cc(C(=O)Nc3ccc(NC(C)=O)cc3)c2=O)cc1	5.5	4.0	13.4	12.6	-5.5	-0.7	-34.8	-6.5	-5.6	-8.7	-2.1
Cc1cc(C)cc(-n2c(C)cc(/C=N/NC(=O)CSc3ncccn3)c2C)c1	5.7	-0.9	14.6	21.5	10.5	-4.2	7.6	1.4	-4.7	4.0	0.1
CCCCN(C)C(=O)c1ccc(CS(=O)(=O)c2ccccc2C)o1	14.2	-3.5	8.0	-9.8	2.3	3.4	5.8	-1.9	-3.4	-5.3	-4.5
O=C(CCNC(=O)c1ccc([N+](=O)[O-])cc1)Nc1ccc(Cl)c(S(=O)(=O)N2CCOCC2)c1	6.5	-2.6	11.6	-13.5	2.2	19.8	2.0	8.7	8.8	-19.5	2.8
Cc1ccc2c(Cl)cc(Cl)c(OCC(=O)N3CCCC3)c2n1	14.7	-5.6	13.8	25.5	0.6	19.2	-12.7	4.9	-1.1	4.7	-8.4
COc1ccc(CCNC(=O)C2CC(=O)N(C3CCCCCCC3)C2)cc1OC (stereo unspecified)	-3.1	-15.4	6.1	8.7	18.2	-1.2	-6.8	7.2	6.6	-3.5	2.8
Fc1ccccc1CSc1ccc(-c2ccco2)nn1	-39.8	40.3	-30.2	-4.5	-57.8	-45.2	-86.7	-3.8	-15.4	4.7	-66.2
CCN1C(=O)C(=O)c2cc(C)ccc21	7.1	1.4	10.5	5.3	-5.7	-10.7	3.1	-11.3	-1.7	-6.8	-8.6

10 entries from above, with bars between the fields.
smiles | NCOA2 inhibitor | C8 TRAIL sens | TROY signal inh | TWEAK-Fn14 inh | SRC1 inh | COUP-TFII inh | NR5A2 inv ag | NOD2 RIPK2 PPI | LMP1 NFkB inh | TLR9-MyD88 block | SRC3 inh
COCCNC(=O)CS(=O)Cc1nc(-c2ccccc2C)oc1C (stereo unspecified) | 8.8 | 2.6 | -10.3 | 2.4 | -7.7 | 9.9 | 5.4 | -16.0 | -25.6 | -7.3 | 9.9
COc1ccccc1N1CCN(C(=O)Cn2nnc(-c3ccncc3)n2)CC1 | -20.8 | 13.5 | -6.4 | 3.7 | -4.6 | 6.5 | -25.8 | -0.3 | -4.9 | -3.3 | 10.1
CC(C)OC(=O)c1c(NC(=O)c2cnn3c2NC(c2ccccc2)CC3C(F)(F)F)sc2c1CCCC2 (stereo unspecified) | -5.5 | -10.6 | 4.5 | -3.0 | -18.0 | -12.5 | -12.7 | -8.3 | 1.2 | -4.4 | -10.9
CCO/C=C/C(O)(CNC(=O)COc1ccccc1F)C(F)(F)F (stereo unspecified) | -1.6 | -2.2 | -9.2 | 17.0 | -4.5 | 9.1 | -2.2 | -6.3 | -2.2 | -2.5 | -5.7
COc1ccc(-n2c(=O)[nH]cc(C(=O)Nc3ccc(NC(C)=O)cc3)c2=O)cc1 | 5.5 | 4.0 | 13.4 | 12.6 | -5.5 | -0.7 | -34.8 | -6.5 | -5.6 | -8.7 | -2.1
Cc1cc(C)cc(-n2c(C)cc(/C=N/NC(=O)CSc3ncccn3)c2C)c1 | 5.7 | -0.9 | 14.6 | 21.5 | 10.5 | -4.2 | 7.6 | 1.4 | -4.7 | 4.0 | 0.1
CCCCN(C)C(=O)c1ccc(CS(=O)(=O)c2ccccc2C)o1 | 14.2 | -3.5 | 8.0 | -9.8 | 2.3 | 3.4 | 5.8 | -1.9 | -3.4 | -5.3 | -4.5
O=C(CCNC(=O)c1ccc([N+](=O)[O-])cc1)Nc1ccc(Cl)c(S(=O)(=O)N2CCOCC2)c1 | 6.5 | -2.6 | 11.6 | -13.5 | 2.2 | 19.8 | 2.0 | 8.7 | 8.8 | -19.5 | 2.8
Cc1ccc2c(Cl)cc(Cl)c(OCC(=O)N3CCCC3)c2n1 | 14.7 | -5.6 | 13.8 | 25.5 | 0.6 | 19.2 | -12.7 | 4.9 | -1.1 | 4.7 | -8.4
COc1ccc(CCNC(=O)C2CC(=O)N(C3CCCCCCC3)C2)cc1OC (stereo unspecified) | -3.1 | -15.4 | 6.1 | 8.7 | 18.2 | -1.2 | -6.8 | 7.2 | 6.6 | -3.5 | 2.8

Looked up above:
For TROY signal inh, `CCCCN(C)C(=O)c1ccc(CS(=O)(=O)c2ccccc2C)o1` reads 8.0
For NCOA2 inhibitor, `Cc1ccccc1CNC(=O)C1CCC(=O)N(C2CC2)C1` (stereo unspecified) reads 4.7
